Source: PubChem BioAssay
GPR7 antag = GPR7 receptor antagonists, primary screen, cell-based, fluorescence, single concentration | actives 1.1% (n = 290,000) | Neuropeptides B/W receptor type 1 (Homo sapiens), P48145 | GPR7-expressing cells, fluorescence antagonist assay | inhibition, % at 4.4 µM; in the data active = inhibition above about 16%, passing the limit was not always enough;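 note: cells stimulated with the agonist NPW; 0% = agonist with vehicle and 100% = vehicle without agonist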
Target sequence (P48145 whole entry, looked up): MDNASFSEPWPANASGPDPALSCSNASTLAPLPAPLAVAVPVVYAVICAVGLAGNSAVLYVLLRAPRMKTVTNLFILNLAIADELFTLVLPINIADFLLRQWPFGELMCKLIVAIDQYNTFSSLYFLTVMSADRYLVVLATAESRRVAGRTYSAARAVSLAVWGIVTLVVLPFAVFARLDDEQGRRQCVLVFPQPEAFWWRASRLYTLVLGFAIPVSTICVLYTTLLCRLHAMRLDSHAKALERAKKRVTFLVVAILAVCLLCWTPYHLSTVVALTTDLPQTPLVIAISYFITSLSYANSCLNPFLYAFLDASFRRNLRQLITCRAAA
CHO parental Ca = ATP-evoked calcium signal inhibitors, parental CHO, primary screen, counter-screen for OX1R antagonist project, cell-based, fluorescence, Fluo-8 calcium dye | parental CHO-K1, ATP-induced calcium, Fluo-8 fluorescence | inhibition, % at 5.6 µM | actives 0.63% (n = 330,000) | AID 463079, 2010;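 active = inhibition above that plate's mean sample inhibition plus 3 SD, cut at about 26% in these data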;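 note: 0% = ATP-challenged DMSO wells and 100% = DMSO wells without ATP; some compounds past the cut are filed as inactive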
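Measured by: calcium-sensitive Fluo-8 fluorescence / Test system: CHO parental line / Controls: ATP-challenged DMSO wells low, unchallenged DMSO wells high / Measure: % inhibition / Compound: single nominal dose of 5.6 µM per compound / Replicates: single well per compound, no replicates / Reagent: ATP as calcium-mobilizing challenge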
CHO-K1 Ca antag = M1 antagonist counterscreen hit in parental CHO-K1 cells | ATP-induced calcium, Fluo-8 fluorescence | inhibition, % at 3 µM | actives 0.6% (n = 360,000);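 active = inhibition above a per-plate cutoff, the plate's mean sample inhibition plus 3 SD, cut at about 24% in these data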;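 note: 0% = DMSO plus EC80 ATP and 100% = DMSO alone without ATP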
OXTR ag = human OXTR agonists, primary screen, fluorescence, CHO-OTR cells, Fluo-8 calcium. Oxytocin receptor (Homo sapiens), P30559. Fluo-8 calcium fluorescence; normalized: DMSO 0%, oxytocin 100%. activation, % at 3 µM. actives 0.32% (n = 320,000). AID 2435, 2010;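 active = activation above the mean of all tested compounds plus 3 SD, cutoff set per screening run, cut at about 20% in these data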;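 note: peak over basal fluorescence ratio from a 100 s FLIPR kinetic read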
Target sequence (P30559 whole entry, looked up): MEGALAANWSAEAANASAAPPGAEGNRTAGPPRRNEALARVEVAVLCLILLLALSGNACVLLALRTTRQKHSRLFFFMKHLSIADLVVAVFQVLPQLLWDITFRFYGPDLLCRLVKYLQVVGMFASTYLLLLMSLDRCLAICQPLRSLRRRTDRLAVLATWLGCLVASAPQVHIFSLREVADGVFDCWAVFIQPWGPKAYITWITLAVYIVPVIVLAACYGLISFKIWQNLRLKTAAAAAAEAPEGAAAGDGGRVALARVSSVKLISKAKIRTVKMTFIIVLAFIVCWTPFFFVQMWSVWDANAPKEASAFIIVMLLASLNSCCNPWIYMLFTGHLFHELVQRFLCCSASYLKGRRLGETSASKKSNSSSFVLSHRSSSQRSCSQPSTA
CHO-K1 Ca ag = counter-screen for M1 agonists: effect in parental CHO-K1 cells; Fluo-8 calcium fluorescence; scaled to maximal ATP response, vehicle zero; activation, % at 3 µM; actives 0.48% (n = 360,000); in the data active = activation above about 15%;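 note: untransfected CHO-K1 host cells lacking M1 receptor as counterscreen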
OXTR potentiator = human OXTR potentiators, primary screen, fluorescence, CHO-OTR cells, Fluo-8 calcium | activation, % at 3 µM | Fluo-8 calcium fluorescence, potentiator mode; 0% = oxytocin EC15, 100% = EC100 | actives 0.061% (n = 320,000) | Oxytocin receptor (Homo sapiens), P30559;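 active = activation above that plate's cutoff, the mean activation of tested compounds plus 3 SD, cut at about 6.6% in these data, passing the limit was not always enough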;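 note: 100% uses oxytocin at 75 nM as the full agonist control; some results filed as inactive read as strong as hits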
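Measured by – Fluo-8 calcium dye fluorescence · Test system – human OTR in CHO cells · Dosing – one concentration, 3.0 µM compound · Controls – EC15 oxytocin alone as 0%, 75 nM oxytocin as 100% · Evaluation – normalized max/min fluorescence ratio, % activation · Timing – 6 min pre-incubation, 100 s read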
TAAR1 antagonist = human TAAR1 antagonists, primary screen, Fluo-8 calcium fluorescence, CHO RD-HGA16 cells; actives 1.5% (n = 360,000); antagonist; Trace amine-associated receptor 1 (Homo sapiens), Q96RJ0; inhibition, % at 3 µM;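 active = inhibition above a per-plate cutoff, the mean inhibition of test compounds on that plate plus 3 SD, cut at about 49% in these data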;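 note: 0% = DMSO plus EC80 beta-PEA response and 100% = DMSO alone without agonist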
Target sequence (Q96RJ0 whole entry, looked up): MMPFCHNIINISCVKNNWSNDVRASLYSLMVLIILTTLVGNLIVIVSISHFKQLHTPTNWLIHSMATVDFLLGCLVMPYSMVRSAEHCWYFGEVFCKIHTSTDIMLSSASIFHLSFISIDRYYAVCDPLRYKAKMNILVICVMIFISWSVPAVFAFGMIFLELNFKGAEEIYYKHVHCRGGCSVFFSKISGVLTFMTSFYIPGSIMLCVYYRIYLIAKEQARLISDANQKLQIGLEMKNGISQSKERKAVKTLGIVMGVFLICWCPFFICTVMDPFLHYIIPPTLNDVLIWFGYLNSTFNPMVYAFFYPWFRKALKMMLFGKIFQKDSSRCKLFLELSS
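Test system – hTAAR1-expressing CHO RD-HGA16 cells, Gα16-coupled · Reagent – β-PEA at EC80 concentration, post-compound challenge · Compound dosing – 3 µM, single point · Timing – 140 s kinetic read after compound, 140 s after agonist · Detection – Fluo-8 intracellular calcium dye fluorescence, real-time kinetic reads · Control set – DMSO and EC80 PEA controls · Repeats – n of 1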
M1 PAM parental = nonselective calcium activators in parental CHO-K1 cells, primary screen, counter-screen for M1 PAM project, cell-based, Fluo-8 calcium fluorescence, full deck, 1536-well | ATP EC20; 0% at ATP EC20, 100% at ATP max | actives 0.02% (n = 360,000) | activation, % at 3 µM;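 active = activation above the run cutoff, the mean activation of all test compounds plus 3 SD, cut at about 40% in these data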;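 note: peak over basal fluorescence ratio in a 140 s read after ATP addition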
V1aR counter = agonists of human V1a receptor, primary screen, counter-screen for OXTR agonist project, fluorescence, CHO-V1R cells; Fluo-8 calcium fluorescence, agonist mode; 0% DMSO, 100% 3 nM vasopressin; activation, % at 3 µM; actives 0.25% (n = 320,000);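 active = activation above the mean activation of all tested compounds plus 3 SD, per screening run, cut at about 20% in these data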;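 note: signal is peak over basal fluorescence ratio across a 100 second FLIPR read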
* = called active by the depositor; x = no result given; & = joins results of further samples; ! = a repeat was not active.

SMILES	GPR7 antag	CHO parental Ca	CHO-K1 Ca antag	OXTR ag	CHO-K1 Ca ag	OXTR potentiator	TAAR1 antagonist	M1 PAM parental	V1aR counter
CC(C)(C)c1ccccc1NC(=O)c1ccc(-n2cncn2)c([N+](=O)[O-])c1	x	-9	-12	1.1	0.5	-6	-19	-13	0.3
CC(C)(C)c1ccc(C(=O)NNC(=O)Cc2cccc3ccccc23)cc1	14	-26	-12	-0.6	2.0	-3	7	8	-0.1
Cc1cccc(-c2nc3ccccc3c(=O)n2NC(=O)/C=C/c2ccc([N+](=O)[O-])cc2)c1	-10	-6	12	3.0	0.9	-10	-9	-11	1.4
O=C(c1ccc2c(c1)OCO2)N(Cc1cccs1)C1(C(=O)NC2CCCCC2)CCCCC1	31*	-1	-8	-2.3	5.0	-6	27	24	-0.6
Cc1cc(C)cc(NC(=O)N2CCCC2C(=O)NCc2ccco2)c1 (stereo not drawn)	-8	-4	0	0.0	1.6	-12	-9	8	-0.9
c1cc2c(cc1CNc1ccc(N3CCOCC3)cc1)OCO2	x	-9	-10	1.1	0.1	-4	-1	8	1.2
Nc1c(C(=O)NCCc2ccc(Cl)cc2)sc2ccc(S(=O)(=O)N3CCCCC3)cc12	-15	-6	x	-0.1	x	-3	-1	x	1.2
CN(C)CCNC(=O)/C(=C/c1ccc(-c2ccc(Cl)cc2Cl)o1)NC(=O)c1ccccc1	19	-22	0	0.2	-0.2	0	14	9	-0.1
O=C1NC(N2CCOCC2)=N/C1=C/c1ccc2c(c1)OCO2	-20	-5	-10	1.9	13	4	-20	21	0.6
Cc1cccc(N(Cc2ccccc2)C(=O)CN2C(=O)NC3(CCCC3)C2=O)c1	x	-19	-6	-1.4	0.9	-10	-20	16	0.5
CN(C)S(=O)(=O)N1CCc2ccc(NC(=O)c3ccc(C(F)(F)F)cc3)cc2C1	12	11	5	4.8	9.5	-13	-4	1	8.0
NC(=O)C1CCN(Cc2nc(-c3ccccc3)no2)CC1	-1	-3	-8	0.7	0.8	-6	-7	16	0.7
COC(=O)Cc1[nH]c(=O)[nH]c1C(=O)OC	-14	7	-18	0.1	1.1	-7	-6	11	1.8
O=C(NCc1cccc(C(F)(F)F)c1)C1CC(c2ccccc2F)=NO1 (stereo not drawn)	x	-18	-12	0.1	-0.3	-4	-4	-2	0.1
CC(C)CCNC(=O)NC(=O)CSc1ncccn1	-5	6	20	-0.7	2.2	-20	-1	-10	-1.0
CSCCC(C(=O)Nc1ccc2c(c1)OCO2)N1C(=O)c2ccccc2C1=O (stereo not drawn)	-13	-15	-3	-0.9	0.3	0	12	11	-0.1
Cc1ccc(C)c(NC(=O)CCn2nc(C)cc2C)c1	-7	-11	-9	-0.7	-0.3	-3	-4	15	0.8
Cc1ccc(Cl)cc1NC(=O)NCc1cccnc1	9	x	-1	x	-0.2	x	5	12	x
CCN(CC)C(=O)CCS(=O)(=O)c1cccc2nonc12	-3	3	-3	0.2	1.6	-2	-26	-6	0.6
C=CCNC(=O)/C(=C/c1cn(-c2ccccc2)nc1-c1cccc([N+](=O)[O-])c1)NC(=O)c1ccccc1	-6	-22	8	2.7	2.1	-10	-13	14	1.5
O=C(NCc1ccco1)C(c1ccccc1)N(Cc1ccccc1)C(=O)Cn1nnc2ccccc21 (stereo not drawn)	-1	-23	3	-0.5	2.8	-6	47	10	0.3
COc1ccc(C(C[N+](=O)[O-])c2c(-c3ccccc3)cc3ccccn23)c(OC)c1 (stereo not drawn)	-7	-15	-12	-0.9	1.2	0	-3	28	-0.2
Cc1nnsc1C(=O)NC(=O)Nc1ccc(F)c(Cl)c1	-4	-3	1	9.2	3.0	-9	9	-13	4.1
CCOC(=O)c1cc2oc(C(c3nnnn3C3CCCCC3)N3CCOCC3)cc2[nH]1 (stereo not drawn)	8	-13	2	0.0	0.0	-9	-12	14	0.3

Single entries from the entries so far:
Result for CCOC(=O)c1cc2oc(C(c3nnnn3C3CCCCC3)N3CCOCC3)cc2[nH]1 (stereo not drawn) under GPR7 antag: 8
Result for COc1ccc(C(C[N+](=O)[O-])c2c(-c3ccccc3)cc3ccccn23)c(OC)c1 (stereo not drawn) under M1 PAM parental: 28
Result for CC(C)CCNC(=O)NC(=O)CSc1ncccn1 under CHO-K1 Ca antag: 20
Result for Cc1ccc(C)c(NC(=O)CCn2nc(C)cc2C)c1 under CHO parental Ca: -11

Reprinted at random: 2 compounds from above.
SMILES	GPR7 antag	CHO parental Ca	CHO-K1 Ca antag	OXTR ag	CHO-K1 Ca ag	OXTR potentiator	TAAR1 antagonist	M1 PAM parental	V1aR counter
CCOC(=O)c1cc2oc(C(c3nnnn3C3CCCCC3)N3CCOCC3)cc2[nH]1 (stereo not drawn)	8	-13	2	0.0	0.0	-9	-12	14	0.3
Cc1ccc(C)c(NC(=O)CCn2nc(C)cc2C)c1	-7	-11	-9	-0.7	-0.3	-3	-4	15	0.8

More results.
SMILES	GPR7 antag	CHO parental Ca	CHO-K1 Ca antag	OXTR ag	CHO-K1 Ca ag	OXTR potentiator	TAAR1 antagonist	M1 PAM parental	V1aR counter
COCC(=O)N(C)C[C@H]1Oc2cc(C#Cc3cccnc3)ccc2S(=O)(=O)N([C@H](C)CO)C[C@H]1C	x	x	-4	x	0.5	x	1	15	x
CSc1nccc(Oc2cccc(C#N)c2)n1	-1	-1	-2	-0.8	-0.2	-8	-20	5	-0.4
O=C(C1CCC1)N1CCN(Cc2ccccc2)CC1	-4	-2	-13	1.1	0.6	-17	-2	23	1.1
Cc1cc(-n2cnc3c(=O)[nH]cnc32)ccc1N	-3	4	-8	-0.1	0.4	-15	-16	-5	0.6
O=C(NNS(=O)(=O)c1ccc(C(F)(F)F)cc1)c1cnn(-c2ccccc2)c1C(F)(F)F	-16	-1	-8	0.8	1.8	-8	1	8	0.4
Cc1ccc(-c2csc(NC(=S)NC(=O)c3cccs3)n2)cc1	-9	-5	-1	-1.1	0.3	-2	1	13	-0.7
COc1ccc(-n2c(Cc3cccn3C)nnc2SCC(=O)Nc2ccccc2)cc1	-16	-8	-9	0.8	0.2	-8	-7	18	1.2
C=CCNCc1cccn1-c1sc2c(c1C#N)CCCC2	18	-14	1	12	2.7	-8	8	4	7.2
CCCCN1C(=O)N(c2nnc(C(C)(C)C)s2)C(O)C1c1ccc(C)cc1 (stereo not drawn)	-24	-27	-7	-0.9	6.2	-7	-35	20	4.3
O=C(Nc1nc(-c2cccs2)c(C(=O)C(F)(F)F)s1)c1ccccc1	-4	-6	10	3.7	11	-10	34	3	6.5
O=C(O)c1ccccc1-c1ccccc1C(=O)Nc1ccc2c(c1)C(O)c1ccccc1-2 (stereo not drawn)	x	x	-4	x	-0.2	x	-21	1	x
O=C1CNC(=S)N1Cc1ccc(Cl)cc1	0	-10	-6	0.2	4.6	-13	-20	0	0.2
COc1cccc2c1cc1c(=O)n(CC(=O)N3CCC(C)CC3)nc(C)n12	2	9	-15	-0.7	0.3	-2	-24	5	-0.7
COc1ccccc1NC(=O)C(=O)Nc1ccccn1	4	-6	-13	-1.1	0.9	-4	-4	3	0.3
Cc1cccc(NC(=O)c2ccc3c(c2)OCCO3)c1C	4	-3	-6	0.2	0.3	0	-7	10	2.8
COc1cc(OC)cc(C(=O)Nc2ncc3c(n2)CC(C)(C)CC3=O)c1	-14	-18	17	-0.4	0.4	-15	8	-8	-0.1
CCN1CCN(Cc2ccc(NC(=O)c3cc(NC(=O)c4cc5cccc(OC)c5o4)cc(OC)c3)cc2C(F)(F)F)CC1	x	-3	-3&5	2.8	2.2&-0.1	-4	59*!	7&-6	1.8
CC(Sc1n[nH]c(-c2cccs2)n1)C(=O)Nc1ccccc1F (stereo not drawn)	x	-14	-13	-1.6	-0.8	4	-48	-2	-0.6
O=C(OCC1OC(n2cc(Br)c(=O)[nH]c2=O)C(Br)C1O)c1ccccc1 (stereo not drawn)	-8	-5	-18	-0.3	2.5	-5	3	10	1.2
CCOc1nc(NC(=O)NS(=O)(=O)c2ccccc2F)nc(-c2ccccc2)n1	-6	x	-8	x	0.4	x	5	17	x
Cc1ccc(CCNC(=O)CN(c2ccc(C)cc2)S(=O)(=O)c2c(C)noc2C)cc1	2	-45	-16	-0.8	-0.9	-13	-42	18	-0.3
COC(=O)c1ccc(C)c(NS(=O)(=O)c2ccc(OC)c(OC)c2)c1	-21	-4	7	0.1	-0.4	-2	-1	3	-0.1
COC(=O)[C@@]1(Cc2ccc(OC)cc2)[C@H]2c3cc(C(=O)N4CCCC4)n(CCN4CCOCC4)c3C[C@H]2CN1C(=O)c1ccccc1	x	x	-1	x	0.6	x	1	-7	x
CC(=O)NC(c1cccc(F)c1)c1nc(-c2cc(F)cc(Cl)c2)cs1 (stereo not drawn)	x	x	-9	x	-0.1	x	-14	6	x
OCC1CCCN(c2nc(CN3CCCCC3)nc3scc(-c4ccccc4)c23)C1 (stereo not drawn)	-5	-18	-4	0.4	0.7	-15	-18	21	1.2
O=C(COC(=O)c1ccco1)NCC1CCCCC1	x	x	-9	x	1.1	x	-10	-12	x
COc1ccccc1C(=O)Nc1nc2cc3c(cc2s1)OCCO3	-27	7	-16	-1.1	1.5	-7	x	32	0.6
COCCn1c(SCc2ccccc2Cl)nc2c1c(=O)[nH]c(=O)n2C	-10	-13	-5	-1.1	1.0	-7	-8	4	0.0
CCc1nc2c(OCCC3CCCCC3)cccn2c1N(C=O)Cc1ccc(OC)cc1	x	x	-4	x	-0.2	x	-23	0	x
C=CCNC(=O)c1ccc(N(Cc2ccc(Cl)cc2)S(C)(=O)=O)cc1	7	-1	0	5.3	3.6	-12	3	15	6.0
Cc1ccnc(NC(=O)CSc2ccccn2)c1	2	-5	3	-1.8	0.6	-1	-2	-11	0.8
Cc1cc(C)nc(SCc2ccc(Cl)cc2)n1	-15	-8	-7	-1.7	0.7	2	-11	18	-0.2
C=CC[C@H](CC(=O)N(CCO)Cc1ccccc1)C(=O)NCCOC(=O)[C@H](CC=C)CC(=O)OC(C)(C)C	x	-27	-3	-0.7	4.8	-7	-11	13	1.6
COc1ccccc1N1CCN(CC(O)COc2ccc3c(C)cc(=O)oc3c2)CC1 (stereo not drawn)	0	-13	-7	-0.2	5.3	-5	2	19	0.6
COCCNC(=O)C(c1cccs1)N(C(=O)Cn1nnc2ccccc21)c1ccc(OC)cc1 (stereo not drawn)	-4	-19	3	1.7	-0.1	-3	0	-1	1.9
Cc1cc(N2CCN(C)CC2)nc2ccc(NC(=O)c3ccccc3F)cc12	1	-18	-11	0.2	0.8	-4	-17	16	1.0
